EPAC1 antagonist – blocks human EPAC1 exchange factor; O95398; Potency, µM (highest dose often 115 µM), for the others: top-dose activity change, negative = inhibition, most hits filed as inhibitors; 360,000 tested, 0.14% active; EPAC1 GEF assay, Rap1b-BODIPY-GDP exchange fluorescence;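 also: potency is read from the fitted curve at half-maximal effect; plate controls were vehicle for no effect and positive control for full effect; nearly all actives have a fitted effect of over 50% in size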
WRN helicase inh – WRN helicase (human) inhibition; Q14191; WRN helicase unwinding, fluorescent forked duplex, kinetic; Potency, µM (top dose mostly 114 µM), for the others: top-dose activity change, negative = inhibition, actives largely listed as inhibitors; 360,000 tested, 0.46% active; also: potency is read from the fitted curve at half-maximal effect; % is scaled to controls: 0 for no effect and ±100 for the full control effect; nearly all actives have a fitted effect of over 55% in size
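Screening of the MLSMR collection measured strand separation of a quenched forked DNA duplex (100 nM) by 20 nM WRN with 2 mM ATP, all final. Compounds were preincubated with enzyme 15 min at room temperature.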
PI5P4Ka inh – blocks human PI5P4K alpha kinase activity. P48426. PI5P4Kalpha enzyme, ADP-Glo luminescence, 60 min; stronger effect = lower value. max response, %. 330,000 tested, 1.2% active; active = max response of -50% or lower; inconclusive = between -30% and -50%; inactive = -30% or higher; also: value at the top dose of about 77 µM; % is scaled to controls: 0 for no effect and ±100 for the full control effect
Target sequence (P48426 whole entry, looked up): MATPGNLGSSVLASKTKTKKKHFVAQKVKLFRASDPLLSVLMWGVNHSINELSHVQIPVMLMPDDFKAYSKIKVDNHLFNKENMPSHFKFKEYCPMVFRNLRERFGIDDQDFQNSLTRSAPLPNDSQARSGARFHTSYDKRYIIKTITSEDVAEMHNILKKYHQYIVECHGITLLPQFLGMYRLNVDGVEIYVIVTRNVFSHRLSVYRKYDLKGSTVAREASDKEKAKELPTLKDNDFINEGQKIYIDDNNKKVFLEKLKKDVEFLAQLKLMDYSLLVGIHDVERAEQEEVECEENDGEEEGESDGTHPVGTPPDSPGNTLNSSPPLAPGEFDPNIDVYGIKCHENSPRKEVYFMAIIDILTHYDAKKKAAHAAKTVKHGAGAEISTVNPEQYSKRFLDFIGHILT
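Quantitative HTS of the MLSMR library against PI5P4Kalpha with substrate. ATP added last at 5 microM final; room temperature, 60 minutes. Remaining ATP depleted, ADP converted and read as luminescence.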
IL-2 act – IL-2 activation; IL-2 activation reporter assay, cell-based qHTS; stimulated with anti-CD3/CD4/CD28 beads; in transgenic mouse T cells; activation, % (series mostly up to about 46 µM); 360,000 tested, 0.065% active; in the data active = activation above about 50%; inconclusive = mostly about 30% to 49%; also: 0% is about no effect
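EGFP and DsRed fluorescence is measured by plate cytometry in unstimulated transgenic mouse T cells exposed to compound for 60 minutes, then stimulated 18 hours at 37 degrees C with anti-CD3/anti-CD4 beads plus anti-CD28.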
Abeta rescue – restores growth of yeast expressing A-beta42 peptide | yeast expressing A-beta42, growth rescue, OD600, 48 h; response scale: 0% DMSO, 100% iron-clioquinol control | Potency, µM (doses to about 46.1 µM), for the others: at the top dose growth rescue, actives largely listed as activators | 410,000 tested, 0.063% active | AID 1347071; also: potency is read from the fitted curve at half-maximal effect; nearly all actives have a fitted effect of over 55% in size
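Yeast growth medium received pinned compounds, then yeast cells expressing toxic A-beta were added; plates incubated at 30 C for 48 hr. Growth read as absorbance at 600 nm, normalized to DMSO and equimolar FeCl3 plus clioquinol controls.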
EPAC1 ag – agonists of human EPAC1; Potency, µM (highest dose often 154 µM), inactives show at the highest dose activation, actives largely listed as activators; O95398; EPAC1 agonist qHTS, biochemical assay; response scale: 100% = response to 6.5 mM cAMP; 360,000 tested, 0.073% active; also: potency is read from the fitted curve at half-maximal effect; nearly all actives have a fitted effect of over 60% in size
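Fluorescent GDP-exchange assay: 100 nM EPAC1 with 250 nM Rap1B preloaded with BODIPY-GDP and 50 uM GDP; compounds tested as concentration series, 5 min at room temperature, then read every 5 min for 30 min (ex 480/em 540 nm); normalized to 6.5 mM cAMP.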
FUS yeast rescue – rescues growth of FUS-expressing yeast; S. cerevisiae FUS-expressing, growth rescue, OD600, 24 h; Potency, µM (highest dose often 76.6 µM), without a hit: at the top dose growth rescue (activation), hits mostly activators; 390,000 tested, 0.24% active; AID 1347120;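 also: potency is read from the fitted curve at half-maximal effect; plate controls were DMSO vehicle for no effect and reference control for full effect; nearly all actives have a fitted effect of over 55% in size; some results filed as inactive show a strong effect at the top dose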
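Steps: raffinose overnight preculture; dilution to OD 0.005 in 2% galactose minimal medium; compound addition (concentration series); 24hr at 30C, 99% humidity; absorbance read at 600 nm.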
PLK1 PBD block – inhibitors of human PLK1 polo-box domain binding | P53350 | Plk1 PBD binding of FITC phosphopeptide, fluorescence polarization | Potency, µM, without a hit: max response, negative = inhibition, hits mostly inhibitors | 360,000 tested, 2.8% active; also: potency is read from the fitted curve at half-maximal effect; series mostly up to about 57 µM; % is scaled to controls: 0 for no effect and ±100 for the full control effect; nearly all actives have a fitted effect of over 65% in size
Target sequence (P53350 whole entry, looked up, the tested form may be a part): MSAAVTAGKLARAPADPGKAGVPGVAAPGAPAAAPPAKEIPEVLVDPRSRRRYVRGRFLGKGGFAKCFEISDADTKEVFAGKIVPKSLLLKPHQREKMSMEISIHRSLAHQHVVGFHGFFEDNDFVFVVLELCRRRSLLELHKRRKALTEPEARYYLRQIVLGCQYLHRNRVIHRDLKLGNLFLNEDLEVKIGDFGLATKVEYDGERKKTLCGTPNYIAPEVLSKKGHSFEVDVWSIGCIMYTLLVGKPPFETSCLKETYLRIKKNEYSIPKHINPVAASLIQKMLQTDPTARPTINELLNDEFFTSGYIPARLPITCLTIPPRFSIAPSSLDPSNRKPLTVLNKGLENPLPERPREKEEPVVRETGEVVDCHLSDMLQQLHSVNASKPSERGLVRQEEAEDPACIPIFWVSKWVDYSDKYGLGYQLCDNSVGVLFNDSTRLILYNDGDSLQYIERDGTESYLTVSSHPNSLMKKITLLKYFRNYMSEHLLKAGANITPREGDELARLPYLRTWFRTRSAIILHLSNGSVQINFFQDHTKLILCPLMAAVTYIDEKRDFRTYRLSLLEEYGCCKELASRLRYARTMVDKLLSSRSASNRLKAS
* = called active by the depositor; u = inconclusive; x = no result given; [ ] = another dose, or the depositor's remark. Unless noted, calls follow the shape of the dose curve; as a rule, active = well fitted curve in the direction sought with a large enough effect; inconclusive = small, poorly fitted or top-dose-only effect, or another doubt; inactive = no such curve, though single readings can be large; an effect the other way counts as inactive or inconclusive. Compounds as they come; about 4.1% have a hit in one of these screens.

SMILES | EPAC1 antagonist | WRN helicase inh | PI5P4Ka inh | IL-2 act | Abeta rescue | EPAC1 ag | FUS yeast rescue | PLK1 PBD block
O=[N+]([O-])c1ccccc1S(=O)(=O)Nc1ccn(Cc2c(F)cccc2Cl)n1 | -1.3% | 2.6% | -1.0 | -1.2 | 29.1% | 7.3% | 4.2% | -1.3%
Cc1cc(C)c(C)c(OCc2nc(-c3cccnc3)no2)c1 | -2.0% | 7.9% | -13.0 | -1.7 | -5.8% | -2.8% | 11.5% | -5.6%
O=C(Nc1ccc2c(c1)OCO2)OCc1ccccc1 | -9.8% | -6.1% | x | 1.6 | 10.3% | 9.1% | 24.5% | 0.0%
O=C(COC(=O)c1ccc(Br)o1)Nc1ccc(F)cc1[N+](=O)[O-] | -4.1% | -2.9% | 1.0 | -0.5 | 4.4% | 1.5% | -7.3% | -12.0%
O=C(Nc1cccc(F)c1)C1CCCN(S(=O)(=O)c2ccccc2)C1 (stereo not given) | -2.9% | -33.4% | -24.2 | -5.0 | 5.7% | 7.4% | 16.3% | -5.3%
C#CCN1C(=O)C(O)(CC(=O)c2cccc(OC)c2)c2ccccc21 (stereo not given) | 14.5% | 7.4% | x | -0.9 | 21.1% | -3.0% | 29.9% | -4.1%
CN(C)C(=O)CSc1nnc(-c2ccncc2)n1Cc1ccco1 | 1.3% | 2.5% | 2.9 | -1.9 | -3.6% | -1.2% | -45.6% | -1.3%
Cc1nn(CC(C)C)c(Cl)c1C(=O)N(C)CC(=O)Nc1ccc(Cl)cc1 | -5.9% | 25.0% | 2.1 | -2.7 | 3.1% | 3.7% | 9.0% | 1.6%
O=C(CSc1ccc(-c2cccnc2)nn1)Nc1ccc(F)cc1 | 2.2% | -35.5% | 0.4 | -2.1 | 12.0% | 1.5% | x | -6.0%
O=C(CCCc1ccccc1)N1CCc2ccccc21 | -6.8% | -10.5% | x | 1.4 | 11.4% | 15.8% | -2.8% | 1.4%
O=C1COc2ccc(C(=O)COC(=O)c3ccccc3Cl)cc2N1 | -20.8% | 9.7% | 11.1 | -3.3 | -6.7% | -3.1% | x | -7.1%
O=C1NCCN(CC2CCN(CCc3ccccc3)CC2)C1=O | -5.0% | 6.6% | 0.0 | -2.0 | -2.1% | 9.9% | -22.9% | -14.8%
CC(NC(=O)c1ccc(CS(=O)(=O)c2cccc(C(F)(F)F)c2)o1)c1ccc2c(c1)OCCO2 (stereo not given) | -3.4% | -1.1% | 0.7 | 2.5 | 9.1% | 6.8% | 26.5% | -5.5%
O=C(c1cn(-c2ccccc2)nc1-c1cccs1)N(CCO)Cc1ccccc1 | -6.0% | -3.1% | 5.3 | -1.7 | -11.5% | 9.5% | 28.2% | -7.6%
Cn1cc(Br)c(C(=O)N/N=C/c2cc3c(cc2Cl)OCO3)n1 | 20.1% | 1.3% | 0.2 | -2.9 | 14.9% | -3.7% | -5.8% | -2.5%
C/C(CC(=O)Nc1ccc2c(c1)OCCO2)=N\NC(=O)COc1ccc(Cl)c(C)c1 | -11.3% | -8.4% | 5.9 | -0.2 | 1.7% | 5.8% | 13.2% | -15.4%
CC(C)c1ccc(C2C(C#N)=C(N)Oc3c2oc(CO)cc3=O)cc1 (stereo not given) | u | -0.1% | -7.6 | 0.1 | -4.4% | 4.8% | -6.8% | -10.0%
CNC(=O)c1nnsc1S(=O)c1ccc(Cl)cc1 (stereo not given) | -18.1% | 28.2µM* | u | -1.0 | -80.2%[inhibitor] | 5.4% | 4.4% | 0.947µM*
C=CCOc1ccc(/C=C\c2nc(O)c([N+](=O)[O-])c(=O)[nH]2)cc1OCC | -13.4% | -18.2%[11.6 µM] | -55.1* | 1.4 | -11.4% | -7.2% | -5.2% | -15.4%
COc1ccc(NC(=O)CCc2ccc(OC)c(OC)c2)cn1 | 0.7% | -4.9% | 10.4 | 1.3 | 14.7% | -2.0% | 3.7% | 0.3%
O=C(COc1ccccc1Cl)N1CCc2ccccc2C1 | -5.4% | -21.2% | 7.7 | 3.5 | 7.9% | 6.0% | 11.8% | -6.8%
CC(CCN(C)C)OC(=O)c1ccc(C(C)c2ccccc2)o1 (stereo not given) | 5.6% | 4.2% | x | -1.9 | 15.3% | -7.0% | 16.1% | -8.8%
CC(C)NS(=O)(=O)c1ccc(OCC(=O)Nc2ccc(F)cc2F)cc1 | -1.3% | 8.0% | x | -1.1 | 4.4% | 12.5% | 3.4% | -0.9%
COc1ccc(OC)c(/C(O)=C/C(=O)C(=O)Nc2cc(C)ccc2OC)c1 | 8.9% | -18.3%[57.1 µM] | 5.4 | -2.9 | 2.8% | 5.3% | 29.9% | -6.1%
COc1ccc(S(=O)(=O)N(CC(=O)NCc2ccco2)C2CCCCC2)cc1OC | 1.8% | -4.2% | x | 1.5 | 8.7% | 0.6% | 10.9% | -8.0%
CN1C[C@@H]2C(c3ccc(C(F)(F)F)cc3)C3(c4ccccc4)CC2(C3)[C@H]1c1ccccc1 (stereo not given in full) | -11.2% | -3.1% | 4.1 | -0.1 | 5.2% | -8.5% | 17.5% | 5.4%
CC1(C)Cc2c(C#N)c(NCC3CCCO3)nc(-c3ccco3)c2CO1 (stereo not given) | -10.1% | -3.2% | -7.1 | -0.5 | -31.3% | 5.9% | 17.5% | -10.3%
O=C(CNC(=O)c1ccco1)OCc1ccc(Cl)cc1 | 10.9% | -1.9% | -6.8 | 0.6 | 1.0% | -2.6% | -10.8% | -1.3%
CCn1c(SCc2nc3ccccc3s2)nnc1-c1ccccc1 | 0.0% | -1.4% | 6.0 | -0.1 | -2.1% | 12.4% | 9.4% | -9.5%
C/C(Cl)=C/Cn1c(N2CCCC2)nc2c1c(=O)n(C)c(=O)n2C | -6.2% | 1.3% | -7.4 | -1.8 | -12.0% | 5.7% | 13.4% | -17.9%

A section from further up, as a working copy:
SMILES | EPAC1 antagonist | WRN helicase inh | PI5P4Ka inh | IL-2 act | Abeta rescue | EPAC1 ag | FUS yeast rescue | PLK1 PBD block
O=C1NCCN(CC2CCN(CCc3ccccc3)CC2)C1=O | -5.0% | 6.6% | 0.0 | -2.0 | -2.1% | 9.9% | -22.9% | -14.8%
CC(NC(=O)c1ccc(CS(=O)(=O)c2cccc(C(F)(F)F)c2)o1)c1ccc2c(c1)OCCO2 (stereo not given) | -3.4% | -1.1% | 0.7 | 2.5 | 9.1% | 6.8% | 26.5% | -5.5%
O=C(c1cn(-c2ccccc2)nc1-c1cccs1)N(CCO)Cc1ccccc1 | -6.0% | -3.1% | 5.3 | -1.7 | -11.5% | 9.5% | 28.2% | -7.6%
Cn1cc(Br)c(C(=O)N/N=C/c2cc3c(cc2Cl)OCO3)n1 | 20.1% | 1.3% | 0.2 | -2.9 | 14.9% | -3.7% | -5.8% | -2.5%
C/C(CC(=O)Nc1ccc2c(c1)OCCO2)=N\NC(=O)COc1ccc(Cl)c(C)c1 | -11.3% | -8.4% | 5.9 | -0.2 | 1.7% | 5.8% | 13.2% | -15.4%
CC(C)c1ccc(C2C(C#N)=C(N)Oc3c2oc(CO)cc3=O)cc1 (stereo not given) | u | -0.1% | -7.6 | 0.1 | -4.4% | 4.8% | -6.8% | -10.0%
CNC(=O)c1nnsc1S(=O)c1ccc(Cl)cc1 (stereo not given) | -18.1% | 28.2µM* | u | -1.0 | -80.2%[inhibitor] | 5.4% | 4.4% | 0.947µM*

Next structures follow.
SMILES | EPAC1 antagonist | WRN helicase inh | PI5P4Ka inh | IL-2 act | Abeta rescue | EPAC1 ag | FUS yeast rescue | PLK1 PBD block
CCN(CC)C(=O)COn1c(SCC(=O)N(CC)CC)nc2ccccc2c1=O | 6.9% | 10.3% | x | -0.8 | -1.6% | -3.0% | 26.4% | -2.9%
COc1ccc(NC(=O)C2(C)Cc3c(-c4cccc(C(F)(F)F)c4)ccnc3O2)cn1 (stereo not given) | -12.6% | -8.4% | 12.8 | -0.6 | 14.4% | -7.2% | u | 2.6%
CC(C(=O)NCCc1ccc(S(N)(=O)=O)cc1)N1C(=O)CC(C)(C)Sc2ccccc21 (stereo not given) | -26.9% | 13.8% | -1.6 | 0.9 | 7.7% | 7.6% | -0.1% | -10.4%
Cc1c(Cl)cccc1NC(=S)C(=C([O-])c1ccc(Cl)s1)[n+]1ccccc1 | -20.4% | 2.6% | 0.4 | 0.6 | 13.4% | 4.6% | 42.7% | -16.4%
Cc1ccc(Cl)cc1NC(=S)N(C)N | -0.6% | -9.8% | -0.6 | 2.6 | 13.8% | 12.5% | -18.0% | 3.7%
CC(C)c1ccc([C@@H]2O[C@H](CCc3ccccc3)Cc3[nH][nH]c(=O)c32)cc1 | -26.5% | -4.4% | -26.5 | -0.5 | 5.7% | -19.3% | u | -25.6%
Cc1cc([N+](=O)[O-])nn1Cc1noc(C(=O)NCCCn2ccnc2)n1 | 0.5% | -2.2% | 3.5 | -2.8 | -18.3% | -4.7% | -22.9% | -15.9%
CCCCC(=O)Nc1nc(C)c(-c2csc(Nc3ccc(Cl)cc3)n2)s1 | -1.3% | 1.1% | -0.3 | 0.1 | -0.3% | -9.9% | u | -18.9%
Cc1onc(-c2ccccc2)c1C(=O)N(CC(C)C)c1c(N)n(CC(C)C)c(=O)[nH]c1=O | -23.7% | 11.5% | -10.1 | 0.5 | -1.3% | 0.2% | 4.6% | -9.1%
Cc1ccc(NC(=O)c2cc(NC(=O)c3ccco3)ccc2N2CCCCC2)cc1 | 5.6% | 10.0% | -7.3 | 1.0 | -7.8% | -1.8% | 12.3% | -2.1%
CCOC(=O)Cn1c(=O)c(C#N)cn(C(C)C)c1=O | 0.2% | -6.4% | 3.5 | 1.0 | 1.3% | -0.8% | -4.9% | -5.7%
CC1=CC(=O)C(C(C)=Nc2cccc(Cl)c2)C(=O)O1 (stereo not given) | 6.2% | 2.8% | 2.1 | 0.3 | -5.2% | -6.9% | -15.7% | -4.8%
CCN(CC)c1ccc(NC(=O)c2cc3ccccc3o2)c(C)c1 | 10.8% | -2.7% | x | -2.4 | -6.3% | 1.3% | 24.2% | -8.3%
COC(=O)NNC(=O)c1ccc(C(C)(C)C)cc1 | 0.5% | -13.2% | 0.4 | 0.5 | -0.4% | -12.8% | -13.8% | -0.5%
CC(=O)c1c(C)nc2ccc(C)cc2c1-c1ccccc1 | -5.6% | 3.3% | -0.7 | -0.6 | -35.2% | -8.2% | 9.0% | -2.7%

Screening results deposited in PubChem by National Center for Advancing Translational Sciences (NCATS).
